Compound activity as filed in PubChem BioAssay.
FBW7 act: human FBW7 E3 ligase activation, primary screen | Q969H0 | normalized activity (activation), % at 26.1 µM | AlphaScreen FBW7–phospho-cyclin E peptide binding, activator screen | AID 1259310 | hit rate 0.13% among 650,000; in the data active = normalized activity above about 1.9%;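 note: purified mutant Fbw7 with reduced substrate affinity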
TEAD-YAP block: TEAD-YAP interaction inhibition. inhibition, % at 9.12 µM. hit rate 1.4% among 640,000. HEK-TIYL cells, TEAD-Gal4/YAP UAS-luciferase luminescence; in the data active = inhibition above about 32%;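 note: 0% = median of test compound wells and 100% = reference inhibitor wells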
GPR151 ag: activates the human receptor GPR151 | Q8TDV0 | PathHunter beta-arrestin GPR151 cells, luminescence | activation, % at 11.2 µM | hit rate 1% among 650,000 | AID 1508602; in the data active = activation above about 4.9%;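 note: 0% = median of compound wells and 100% = cells with positive control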
Target sequence (Q8TDV0 whole entry, looked up): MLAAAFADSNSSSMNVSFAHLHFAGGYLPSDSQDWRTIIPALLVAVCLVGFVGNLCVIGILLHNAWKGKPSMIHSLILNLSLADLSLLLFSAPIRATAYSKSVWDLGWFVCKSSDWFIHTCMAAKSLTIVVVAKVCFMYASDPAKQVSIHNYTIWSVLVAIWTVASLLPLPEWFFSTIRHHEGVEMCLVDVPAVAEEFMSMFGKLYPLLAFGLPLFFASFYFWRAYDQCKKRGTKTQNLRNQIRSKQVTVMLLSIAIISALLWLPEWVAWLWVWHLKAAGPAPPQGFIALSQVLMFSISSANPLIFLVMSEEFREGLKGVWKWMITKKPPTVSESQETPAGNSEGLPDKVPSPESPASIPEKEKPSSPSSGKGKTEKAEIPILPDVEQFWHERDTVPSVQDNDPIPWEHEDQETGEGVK
MITF primary: inhibitors of human MITF | O75030 | AlphaScreen MITF homodimerization, bead proximity signal | inhibition, % at 2.6 µM | hit rate 0.91% among 650,000 | AID 1259374; in the data active = inhibition above about 50%;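 note: 0% = vehicle wells with protein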
Target sequence (O75030 whole entry, looked up): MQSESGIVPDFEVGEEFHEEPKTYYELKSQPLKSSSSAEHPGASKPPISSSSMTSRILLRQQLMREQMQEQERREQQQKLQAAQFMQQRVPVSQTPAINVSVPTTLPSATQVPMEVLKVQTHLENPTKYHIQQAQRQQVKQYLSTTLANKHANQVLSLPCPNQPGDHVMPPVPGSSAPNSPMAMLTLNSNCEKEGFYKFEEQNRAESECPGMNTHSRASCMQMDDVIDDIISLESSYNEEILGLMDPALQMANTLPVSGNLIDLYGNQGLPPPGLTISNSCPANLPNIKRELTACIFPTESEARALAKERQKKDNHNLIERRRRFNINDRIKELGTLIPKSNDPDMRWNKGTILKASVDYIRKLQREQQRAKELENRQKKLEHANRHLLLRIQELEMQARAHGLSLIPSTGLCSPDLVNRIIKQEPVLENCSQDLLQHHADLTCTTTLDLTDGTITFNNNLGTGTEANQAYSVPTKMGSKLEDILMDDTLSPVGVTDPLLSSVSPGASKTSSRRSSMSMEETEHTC
* = called active by the depositor; x = no result given. The order is random; 3.4% or so of the library scored in one or more.

Order of results: FBW7 act	TEAD-YAP block	GPR151 ag	MITF primary
COc1nn(C)cc1C(=O)Nc1cccc(-c2nc3ccccc3[nH]2)c1
 : 0.1	-14	1.7	7
CCN(CC)S(=O)(=O)c1cc(-c2nnc(Nc3ccc(OC)c(C(N)=O)c3)c3ccccc23)ccc1C
 : 0.2	15	0.6	-5
CCN(CC)c1ccc(CN2C[C@@H](NCc3ccc(SC)cc3)C[C@H]2C(=O)NC)cc1
 : -0.2	6	2.0	9
Cc1cccc(Cn2ncc(Cl)c(Cl)c2=O)c1
 : 0.0	-3	-1.2	-2
COc1ccccc1CNC(=O)C(C)n1c(C)c2cnn(-c3ccccc3)c(=O)c2c1C (stereo unspecified)
 : 0.0	-1	-0.2	6
Cc1cc(C(=O)Nc2ccc(Br)cc2)ccc1[N+](=O)[O-]
 : 0.3	-61	0.2	11
CCCOc1ccc(C(=O)CCC(=O)OCC(=O)NC(=O)OCC)cc1
 : -0.1	-6	2.5	-2
O=C(c1ccccc1)c1conc1C(=O)c1cccs1
 : -0.2	-2	1.0	2
O=C(Nc1ccc(NC(=O)c2ccccc2F)cc1)c1cccs1
 : 0.0	-62	-1.4	-4
CCC(=O)NCCc1nc2ccccc2n1Cc1ccc(F)cc1
 : 0.3	-10	-0.9	1
Cc1ccccc1-n1nc2c(c1NC(=O)c1cccc(Br)c1)CS(=O)C2 (stereo unspecified)
 : -0.2	-11	0.6	-1
O=C(COC(=O)c1ccccc1Cl)c1ccc([N+](=O)[O-])cc1
 : -0.1	0	-0.1	4
COc1ccc(N=Cc2c(NCc3ccco3)nc3c(C)cccn3c2=O)cc1
 : -0.1	-7	-0.2	-4
COc1cccc(CN2C(=O)CN(CC(=O)O)C(=O)C2c2ccccc2F)c1 (stereo unspecified)
 : -0.1	-7	0.1	-6
CCOC(=O)C(=O)c1csc(NC(=O)c2ccco2)n1
 : -0.2	-17	-1.1	-9
COc1ccc(S(=O)(=O)NCCc2csc3nc(-c4ccc(C)cc4)nn23)cc1
 : 0.0	8	0.5	3
Cc1cc(C)c(NS(=O)(=O)c2ccc(NC(=O)/C=C/C(=O)O)cc2)c(C)c1
 : -0.3	-9	-0.4	-9
O=C(CC(=O)N/N=C\c1ccccc1[N+](=O)[O-])NCc1ccccc1
 : 0.3	5	-0.4	-12
Cc1ncc2c(c1CNC(=O)c1ccco1)CCN(C(=O)C1Cc3ccccc3O1)C2 (stereo unspecified)
 : 0.8	12	-0.3	10
N=c1c2cn[nH]c2nc(SCc2ccccc2F)n1-c1ccc(Br)cc1
 : 0.2	-12	1.3	12
COc1ccc(-n2c(C)c(C)n3c4c(=O)n(CCC(C)C)c(=O)n(C)c4nc23)cc1
 : -0.1	1	-0.4	7
CCCCc1ccc(N=Cc2nc(-c3ccc(Cl)cc3)oc2O)cc1
 : 0.9	5	0.8	3
S=C(NCc1cccnc1)NC1CCCC1
 : 0.0	5	0.0	-18
Cc1nn(C)cc1CN(C)C(Cc1ccccc1F)C1CCN(C(=O)c2ccncc2)CC1 (stereo unspecified)
 : -0.1	-9	-0.6	-7
Cc1cc(C)n2nc(SCC(=O)NCCCN(C)C)nc2n1
 : 0.1	9	-3.2	8
CCc1ccc(C2CC(=O)Nc3cc(OC)c(OC)cc32)cc1 (stereo unspecified)
 : 0.0	0	-0.1	-5
CCCC(=O)Oc1ccc(NC2=NS(=O)(=O)c3ccccc32)cc1
 : -0.2	-7	-1.0	-2
COc1ccc(CNC(=O)CC2(CC(=O)O)CCCCC2)cc1
 : 0.1	1	1.1	0
O=C(c1cccc(Br)c1)N1CCN(c2ccc([N+](=O)[O-])c(N3CCOCC3)c2)CC1
 : 0.0	11	-0.9	1
Cc1cc(NC(=O)Cn2nc([N+](=O)[O-])c(Br)c2C)no1
 : -0.1	-10	1.6	-17

Whole records, quoted from the list:
Cc1nn(C)cc1CN(C)C(Cc1ccccc1F)C1CCN(C(=O)c2ccncc2)CC1 (stereo unspecified) is listed as FBW7 act = -0.1; TEAD-YAP block = -9; GPR151 ag = -0.6; MITF primary = -7
CCCCc1ccc(N=Cc2nc(-c3ccc(Cl)cc3)oc2O)cc1 is listed as FBW7 act = 0.9; TEAD-YAP block = 5; GPR151 ag = 0.8; MITF primary = 3
COc1ccc(-n2c(C)c(C)n3c4c(=O)n(CCC(C)C)c(=O)n(C)c4nc23)cc1 is listed as FBW7 act = -0.1; TEAD-YAP block = 1; GPR151 ag = -0.4; MITF primary = 7

The list goes on:
Order of results: FBW7 act	TEAD-YAP block	GPR151 ag	MITF primary
O=C1OC(/C=C\c2cccc([N+](=O)[O-])c2)=NC/1=C/c1ccco1
 : 0.1	10	-0.1	6
C/C(=N/NC(=O)c1ccccc1Br)c1cccc(NC(=O)C(F)(F)F)c1
 : 1.2	-6	-0.2	-8
Cc1nc2sccn2c1CN1Cc2ccccc2OC(c2ccccc2)C1 (stereo unspecified)
 : -0.1	-6	-0.2	12
CCOc1ccc(C2=CC(c3cc(OC)ccc3OC)n3ncnc3N2)cc1 (stereo unspecified)
 : 0.2	8	0.2	9
O=C(N=Nc1c(O)[nH]c2ccc(F)cc12)c1cccnc1
 : 0.2	9	1.1	11
CCOc1cc(/C=C2/N=C3CCCCCN3C2=O)ccc1OC(C)=O
 : -0.1	-25	0.5	-1
N/C(=N/NC(=O)c1cccnc1)c1nonc1N
 : -0.1	-1	-1.8	-9
COC(=O)CCCCCC[C@@H]1[C@@H](CC[C@@H](O)CSc2ccccc2F)[C@H](O)C[C@@H]1O
 : x	x	-0.1	-3
CC1(C)CC(=O)C=C(Nc2c[nH]c(=O)[nH]c2=O)C1
 : 0.0	1	1.0	10
Cc1sc2ncn(CC(=O)NCCCC(=O)N3CCC(C)CC3)c(=O)c2c1C
 : 0.1	2	-0.8	1
Cc1n[nH]c(C)c1CCC(=O)N1CCC[C@@H]2CN(Cc3ccc(F)cc3)CC[C@H]21
 : 0.1	-4	2.7	2
CCC(C(=O)n1cccn1)c1ccccc1 (stereo unspecified)
 : 0.0	4	-0.8	3
CCOc1ccc(C2NCCc3cc(OC)c(OC)cc32)cc1 (stereo unspecified)
 : 0.0	10	0.3	-4
Oc1ccc2cc(Br)ccc2c1CN1CCCC1
 : 0.0	6	0.8	2
CC(C)NC(=O)[C@@H]1C[C@@H](NC2CCCCCC2)CN1Cc1ccncc1
 : 0.5	-13	-0.7	9
CSc1nnc(Cc2cc(=O)[nH]c(=O)[nH]2)n1-c1ccc(F)cc1
 : -0.1	-4	-0.4	10
COc1ccc(CC(=O)NCC(c2ccco2)N2CCN(c3ccccc3)CC2)cc1 (stereo unspecified)
 : -0.1	-8	0.5	-1
O=C(O)c1ccc(-n2cc(-c3ccc(Cl)cc3)cn2)cc1
 : -0.1	-61	-11	17
O=C(Nc1ccc(F)cc1)c1cc(S(=O)(=O)N2CCN(c3ccccc3F)CC2)ccc1F
 : -0.1	8	1.0	8
CCOc1ccc(CN2CCN(Cc3cnn(CC)c3)CC2CCO)cc1 (stereo unspecified)
 : -0.1	10	-2.0	4
CC(=O)N(c1ccccc1)c1cccc(C(F)(F)F)c1
 : -0.2	-2	0.9	0
Cc1cc(NC(=S)Nc2cccc3ccccc23)n[nH]1
 : 0.5	27	0.2	12
CCOc1ccc(C(=O)Nc2ccc(Nc3ccc(-n4ccc(C)n4)nn3)cc2)cc1
 : 0.7	-12	-0.7	11
O=C(CSCc1ccccc1)Nc1ccc(NC(=O)c2cccs2)cc1
 : -0.1	-6	-0.6	-7
CCCNc1nc(Nc2ccncn2)nc2c1ncn2C(C)C
 : 0.4	-8	-1.9	4
C=CCn1c(=O)c2c(nc3n2CC(C)CN3C2CCCCC2)n(C)c1=O (stereo unspecified)
 : 0.3	8	4.3	11
Nc1cc(C(F)(F)F)ccc1-n1cncn1
 : -0.1	1	0.5	4
CCn1ncc(C(=O)N2CCC3(CC2)NC(=O)c2cccnc2N3C)c1C
 : 0.0	0	-0.1	4
Cc1ccccc1/C=C1\SC(=S)N(CCCC(=O)O)C1=O
 : -0.1	45*	-2.3	-24
O=C(NS(=O)(=O)c1ccc(Br)cc1)c1ccccc1
 : -0.1	-1	0.4	-1
O=C(c1ccc(Oc2cnccn2)cc1)N1CCOCC1
 : 0.3	5	-1.8	12
Nc1c(C(=O)NCc2ccccn2)nnn1-c1ccc(OC(F)(F)F)cc1
 : -0.1	-1	0.3	0
COc1ccc(OC)c(NC(=O)C2=C(C)NC(=O)NC2c2cccc(Cl)c2)c1 (stereo unspecified)
 : 0.6	-2	1.4	24
COCC(=O)c1c(O)c2ccccc2[nH]c1=O
 : 0.1	8	2.0	-4
COC1=C/C(=C/c2c(N)n3c(S(C)(=O)=O)nsc3nc2=O)C=CC1=O
 : 0.6	9	-1.5	10
CCn1c2ccccc2c2nnc(SCC(=O)NC(=O)NCc3ccco3)nc21
 : -0.2	-1	1.6	15
COc1ccc(OC)c(C(C)NC(=O)Nc2ccc(F)cc2F)c1 (stereo unspecified)
 : 1.0	6	-1.1	4
CC(=O)COc1ccc2c(c1)oc(=O)c1ccccc12
 : 0.0	-43	0.0	9
CCOCCCNC(=O)CN1C(=O)c2cccnc2Oc2ccc(Cl)cc21
 : -0.1	0	0.4	9
O=C(CCS(=O)(=O)c1cccs1)Nc1ccc(C(=O)NC2CCCC2)cc1
 : -0.1	1	0.0	1
NS(=O)(=O)c1ccc(CCNC(=O)NC2CC(=O)N(c3ccccc3)C2)cc1 (stereo unspecified)
 : 0.4	21	-1.9	18
COC(=O)Cc1[nH]nc2c1C1(C(=O)N(Cc3ccccc3)c3ccccc31)C(C#N)=C(N)O2 (stereo unspecified)
 : 0.5	7	0.0	10
COc1cccc2cc(C(=O)N3CCCCC3)c(=O)oc12
 : 0.0	-49	-0.3	13
COCC(=O)N(Cc1cc2ccc(C)cc2nc1N(C)C)C1CC1
 : 0.2	-5	1.0	8
O=C(Cc1cccs1)NNC(=S)Nc1ccc(S(=O)(=O)Nc2ncccn2)cc1
 : 0.0	0	1.4	13
COc1ccc(C2N(c3ccc(F)cc3)C(=O)C3CCCN32)cc1 (stereo unspecified)
 : 0.1	4	-1.1	4
CN(C)c1ccc(CN(C)C2CCCCC2)cc1
 : 0.0	2	-0.8	4
COc1ccc(-c2cc(C(=O)Oc3ccc(Cl)cc3)c3cc(C)ccc3n2)cc1
 : 0.0	-5	0.9	-1
O=C(c1ccccn1)N1CCN(c2ccc(-c3ccccn3)nn2)CC1
 : -1.5	-10	-1.1	123*
Cc1cnc(Nc2ccc(C(F)(F)F)cc2)nc1NCCN1CCOCC1
 : 0.1	-6	-0.3	19
O=C(Nc1cc(-c2nc3ncccc3o2)ccc1Cl)c1cccc2ccccc12
 : 0.0	3	-1.0	1
COc1cccc2c1OC1(C)C(C(=O)Nc3ccc(Cl)cc3)C2NC(=S)N1c1ccc(Br)cc1 (stereo unspecified)
 : 0.0	-6	2.1	3
O=c1[nH]cnc2cc(Br)c(Br)cc12
 : 0.0	4	1.5	6
CC(C)C(=O)N1CCC(O)(c2ccc3c(c2)OCO3)CC1
 : 0.2	3	0.9	5
Cc1cc(NCCOCCO)n2c(nc3ccccc32)c1C#N
 : -0.1	-7	-1.0	2
Cc1ccn2c(-c3csc(Nc4ccc(N(C)C)cc4)n3)c(C)nc2c1
 : -0.7	54*	0.9	12
COc1cccc(NC(=O)CSC2=Nc3ccccc3C3=NC(CC(C)C)C(=O)N23)c1 (stereo unspecified)
 : 0.2	-16	2.6	4
O=C(Nc1ccc(F)c(F)c1)c1ccc(N2CC3CC(C2)c2cccc(=O)n2C3)c(NC(=O)c2ccc(F)cc2)c1 (stereo unspecified)
 : -0.1	-3	1.0	-2
COc1ccc(-c2oc3ncn4nc(COc5ccccc5C)nc4c3c2-c2ccc(OC)cc2)cc1
 : 0.6	10	-0.7	5
CCCCN(C(=O)c1cc(OC)c(OC)c(OC)c1)C1CC2CCC(C1)N2C (stereo unspecified)
 : -0.1	-1	1.9	-4

Continued.
Order of results: FBW7 act	TEAD-YAP block	GPR151 ag	MITF primary
Cc1ccc(OCCSc2nc3ccccc3[nH]2)cc1
 : 0.2	-18	-1.0	21
Cc1cccc(Oc2ccc(NC(=O)C3CCCCC3C(=O)O)cc2)c1 (stereo unspecified)
 : -0.2	12	-0.9	9
C[C@@H]1CN(Cc2c(C(=O)N(C)Cc3ccccc3)nc3ccccn23)C[C@H](C)O1
 : -0.1	3	-0.4	6
CCOC(=O)C1(Cc2ccc(Cl)cc2)CCN(C(=O)c2ocnc2C)CC1
 : 0.0	-12	-1.7	7
COC(=O)C(NC(=O)C(F)(F)F)(c1c(C)n(C)n(-c2ccccc2)c1=O)C(F)(F)F (stereo unspecified)
 : 0.1	-4	1.7	0
Cc1c(C(=O)N2c3ccc(F)cc3CCC2C)sc2ncn(C)c(=O)c12 (stereo unspecified)
 : -0.1	1	0.0	4
COc1cccc(-n2cc(C(=O)NCCC(=O)Nc3cc(OC)c(OC)c(OC)c3)c3ccccc3c2=O)c1
 : 0.3	10	-0.2	-3
O=C(CSc1nnc(-c2ccncc2)n1Cc1ccccc1)N1CCc2ccccc21
 : 0.1	10	-0.4	12
Cc1nn(C(C)C)c(C)c1CN1CCN(CC(C)(C)C)C(CCO)C1 (stereo unspecified)
 : -0.2	9	-1.7	-2
CCOC(=O)c1ccc(N/N=C2/C(=O)C3(C)CCC2C3(C)C)cc1 (stereo unspecified)
 : 0.0	-38	1.0	-1
Cc1[nH]c2ccccc2c1C1N2CC3(C)CN1CC(C)(C2)C3=O (stereo unspecified)
 : 0.0	9	-1.4	18
